APOBEC3A inh: human APOBEC3A DNA deaminase inhibition; P31941; recombinant A3A, FAM/TAMRA ssDNA deamination fluorescence; inhibition, % at 20 µM; actives 0.41% (n = 330,000); AID 493011;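 active = at least 40% inhibition at 20 µM here, with at most 30% in a related deaminase screen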;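 also: plate controls were A3A with DMSO for no effect and wells lacking A3A enzyme for full effect; some results filed as inactive read as strong as hits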
Target sequence (P31941 whole entry, looked up): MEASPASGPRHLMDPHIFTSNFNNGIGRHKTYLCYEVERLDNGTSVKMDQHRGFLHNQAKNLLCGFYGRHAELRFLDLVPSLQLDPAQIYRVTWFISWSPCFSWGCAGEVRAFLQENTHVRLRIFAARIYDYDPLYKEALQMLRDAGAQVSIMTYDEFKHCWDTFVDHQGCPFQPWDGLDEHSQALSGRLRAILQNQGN
NLRP3 yeast inh: blocks the NALP3 inflammasome reconstituted in yeast. Yeast reconstituted NLRP3/ASC/caspase-1, beta-gal luminescence, 24 h. inhibition, % at 10 µM. actives 0.39% (n = 330,000);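 active = inhibition of 50% or more; inactive = inhibition below 50%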;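 also: plate controls were induced DMSO wells for no effect and uninduced yeast grown without galactose for full effect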
MIN6 prolif: MIN6 beta-cell proliferation induction; proliferation, % at 10 µM; AID 2380; MIN6 cells proliferation, ATPlite luminescence, 48 h; cells starved in 0.2% serum; 100% = growth in 10% serum; actives 0.29% (n = 330,000);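 active = compounds whose signal lies at least 3.5 SD above the mean of all wells on their plate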;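 also: 0% = DMSO-treated cells in low-serum medium and 100% = 10% serum control; some compounds called inactive have numbers as strong as hits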
hIAP inh: human IAP inhibition; purified IAP, CDP-Star luminescence, 30 min; inhibition, % at 10 µM; actives 0.12% (n = 330,000);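 active = inhibition reaching a set limit with compound at 10 µM in the primary screen, cut at about 35% in these data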;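 also: plate controls were DMSO wells with enzyme for no effect and no-enzyme buffer wells for full effect; values of inactives mirror those of a sister screen read the other way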
Target sequence (P09923 whole entry, looked up): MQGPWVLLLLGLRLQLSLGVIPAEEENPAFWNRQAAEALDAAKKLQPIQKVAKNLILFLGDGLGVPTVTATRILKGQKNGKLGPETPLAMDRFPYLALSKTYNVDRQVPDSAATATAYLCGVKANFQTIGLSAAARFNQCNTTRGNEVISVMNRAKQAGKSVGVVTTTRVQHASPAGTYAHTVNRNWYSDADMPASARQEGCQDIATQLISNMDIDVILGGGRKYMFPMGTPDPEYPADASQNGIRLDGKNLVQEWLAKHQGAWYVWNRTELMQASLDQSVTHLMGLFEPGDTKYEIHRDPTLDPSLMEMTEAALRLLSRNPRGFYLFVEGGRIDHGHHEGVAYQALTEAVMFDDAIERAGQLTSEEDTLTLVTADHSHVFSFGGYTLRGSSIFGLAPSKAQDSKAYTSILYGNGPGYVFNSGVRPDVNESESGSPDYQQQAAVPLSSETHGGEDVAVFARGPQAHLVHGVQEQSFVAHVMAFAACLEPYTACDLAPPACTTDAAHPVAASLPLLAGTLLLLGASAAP
hIAP act: increases human intestinal alkaline phosphatase activity; P09923; purified human IAP, CDP-Star luminescence, 30 min; stronger effect = higher value; 1 = vehicle-only enzyme, 0 = enzyme-free background; activation factor at 10 µM; actives 0.16% (n = 330,000);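 active = activation factor of the enzyme at least 2-fold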; also: the source names both 10 and 20 µM as test concentration; values of inactives mirror those of a sister screen read the other way
SENP1 inh: blocks the human SENP1 SUMO protease catalytic domain; Q9P0U3; recombinant SENP1 catalytic domain, CyPet-SUMO1-YPet FRET cleavage; inhibition, % at 10 µM; actives 0.21% (n = 360,000); AID 624204;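 active = inhibition at least 30% at 10 µM, raw YFP signal under a set limit, fluorescence ratio 0.5 to 1.5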;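 also: 0% = enzyme with DMSO and 100% = no enzyme wells; some results filed as inactive read as strong as hits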
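Assay system – human recombinant His6-tagged SENP1 catalytic domain enzyme · Input – SENP1 enzyme, 20 pM final · Buffer or medium – Tris pH 8 buffer plus EDTA, NaCl, BME, BSA, NP40, catalase · Schedule – 50 min reaction at room temperature · Technique – FRET read of cyan and yellow fluorescence · Control set – no-enzyme wells low, DMSO-plus-enzyme wells high control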
A3G deaminase: APOBEC3G (human) deaminase inhibition; inhibition, % at 20 µM; recombinant A3G, ssDNA deamination FAM/TAMRA fluorescence; actives 0.28% (n = 330,000); Q9HC16; AID 493012;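 active = inhibition of at least 40% at 20 µM, with no more than 30% in the related APOBEC3A deaminase screen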;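 also: plate controls were DMSO wells with A3G for no effect and wells lacking A3G enzyme for full effect; some compounds called inactive have numbers as strong as hits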
Target sequence (Q9HC16 whole entry, looked up): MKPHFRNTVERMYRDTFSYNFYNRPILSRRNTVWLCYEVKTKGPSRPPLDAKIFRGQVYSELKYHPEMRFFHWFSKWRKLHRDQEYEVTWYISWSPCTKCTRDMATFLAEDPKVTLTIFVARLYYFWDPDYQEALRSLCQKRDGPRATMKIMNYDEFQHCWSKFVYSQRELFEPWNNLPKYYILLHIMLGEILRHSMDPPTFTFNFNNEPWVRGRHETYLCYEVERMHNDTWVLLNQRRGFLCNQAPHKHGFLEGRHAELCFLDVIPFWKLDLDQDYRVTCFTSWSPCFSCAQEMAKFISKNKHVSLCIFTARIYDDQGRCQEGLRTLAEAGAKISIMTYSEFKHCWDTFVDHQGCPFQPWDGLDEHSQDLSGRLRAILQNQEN
mIAP block: blocks mouse intestinal alkaline phosphatase | actives 0.2% (n = 330,000) | purified mouse IAP, CDP-Star luminescence, 30 min | inhibition, % at 10 µM;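 active = inhibition of at least 40% at 10 µM in the primary screen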;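 also: plate controls were DMSO with enzyme for no effect and no enzyme wells for full effect; values of inactives mirror those of a sister screen read the other way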
mIAP act: increases mouse intestinal alkaline phosphatase activity | muIAP, CDP-Star luminescence, 30 min; stronger effect = higher value; 1 = vehicle-only enzyme signal, 0 = enzyme-free wells | activation factor at 10 µM | actives 0.24% (n = 330,000);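 active = activation factor of at least 2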; also: the source names both 10 and 20 µM as test concentration; values of inactives mirror those of a sister screen read the other way
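System: mouse IAP enzyme. Reagent: CDP-Star chemiluminescent phosphatase substrate. Benchmarks: DMSO wells, no-enzyme wells. Times: 30 min enzyme-substrate-compound incubation at room temperature. Detection: luminescence from enzymatic CDP-Star hydrolysis. Doses: test compounds delivered from DMSO solution.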
The depositor's hits bear a star; nt = no result given. Some of the compounds tested; count on the stated rates, not on these rows.

SMILES	APOBEC3A inh	NLRP3 yeast inh	MIN6 prolif	hIAP inh	hIAP act	SENP1 inh	A3G deaminase	mIAP block	mIAP act
Cc1cc(C)cc(OCC(=O)OCCN2C(=O)c3ccccc3C2=O)c1	0	5	-1	14	0.86	2	-9	3	0.97
CSCC[C@H](NC(=O)OC(C)(C)C)C(=O)NCC1CCC(C(=O)O)CC1 (some centres not stated)	-5	-19	-3	-20	1.2	1	-7	-7	1.1
COc1ccc(C(=O)Nc2ccnc(-c3cccnc3)n2)cc1	-1	36	3	2	0.98	3	-8	5	0.95
Cc1c(C(=O)NCc2ccccc2CN2CCCC2)oc2c(F)cccc12	-5	19	2	-6	1.1	-3	-9	-6	1.1
COC(=O)CSc1nc(N)c(C#N)c(-c2ccc(O)cc2)c1C#N	-1	21	-2	20	0.8	2	-4	8	0.92
CCN(CC)CCn1c2ccccc2c2cnc(N)c(C#N)c21	7	10	0	17	0.83	-2	2	1	0.99
Cc1ccc(S(=O)(=O)N2CCOCC2)cc1NC(=O)COC(=O)c1cccnc1Cl	-2	7	3	-4	1	1	-6	7	0.93
COc1ccc(N2CCN(S(=O)(=O)CCNC(=O)C3CC3)CC2)cc1	0	6	-1	-2	1	3	-4	-1	1
Cc1cccc(C)c1NC1=NC2(CCCCC2)N=C(N)N1	-3	4	-1	-24	1.2	1	-2	-4	1
CCOC(=O)c1[nH]cnc1C(=O)Nc1cccc(Cl)c1	2	6	-4	-19	1.2	2	1	10	0.9
COc1ccc(C(=O)NCC(=O)OCC(=O)c2ccc3c(c2)NC(=O)CO3)cc1	2	-5	-1	-12	1.1	2	3	-3	1
CCCN(CCC)S(=O)(=O)c1ccc(C(=O)N2CCN(C)CC2)cc1	-3	22	-1	12	0.88	-1	-8	2	0.98
C/C(=N\OCC(=O)N/N=C/c1ccccc1)c1cccs1	0	6	-1	-8	1.1	3	-1	-8	1.1
COC(=O)Cc1cc(=O)n(-c2ccccc2)[nH]1	0	7	-3	-18	1.2	-19	0	-8	1.1
CCOc1ccc(C(=O)n2cc(C(=O)OC)c3ccccc32)cc1	-5	20	0	-11	1.1	-1	-4	5	0.95
Cc1ccc2nc(SCC(=O)Nc3c(C)n(C)n(-c4ccccc4)c3=O)[nH]c2c1	-7	-8	-5	-18	1.2	5	-8	4	0.96
CCN(CC)CCSc1nc(O)c(-c2ccccc2)c(=O)[nH]1	-2	9	2	-2	1	3	-4	-2	1
Cc1ccc(NC(=O)CSc2nc3sc(C)cc3c(=O)n2C)cc1	-2	26	0	-6	1.1	-1	-7	-6	1.1
O=C(/C=C/Nc1ccccc1Oc1ccccc1)c1ccco1	1	13	-5	2	0.97	-24	9	15	0.85
COc1ccccc1C(CC(=O)O)c1ccc2c(c1)OCO2 (configuration not stated)	-3	21	2	-5	1.1	2	-3	10	0.9
Cc1cc(C(=O)NCc2ccco2)cs1	0	-8	-2	14	0.86	-1	-6	5	0.95
CC1=NN(c2cccc(F)c2)C(=O)/C1=C/c1ccc(N(C)C)cc1	3	-3	-3	-10	1.1	8	-3	15	0.85
Cc1ccc(S(=O)(=O)NCc2ccccc2)cc1C(=O)NCC1CCCO1 (configuration not stated)	1	27	-3	-6	1.1	-1	-8	-6	1.1
Cc1ccc(Nc2nnc(SC(C)C(=O)NCC3CCCO3)s2)cc1 (configuration not stated)	-3	15	-4	-2	1	2	-5	-13	1.1
CCOC(=O)C1CCN(C(=O)CCc2ccc(S(=O)(=O)NC(C)C)cc2)CC1	-5	18	0	-14	1.1	0	-7	0	1
COCCCn1cnc2c(c1=O)c1nc3ccccc3nc1n2-c1ccc(C)cc1	-6	10	3	2	0.98	-9	-6	-13	1.1
COc1cc2c(cc1OC)C(COc1ccccc1OC)N(C(=O)c1ccco1)CC2 (configuration not stated)	1	-6	8.8*	0	1	0	-5	4	0.96
O=C(CCCn1c(=O)oc2ccccc21)NNC(=O)COc1ccc(F)cc1	-6	5	-1	-27	1.3	-1	-8	11	0.89
O=C(N/N=C/c1ccncc1)c1cccc([N+](=O)[O-])c1	-2	9	-1	-9	1.1	nt	-7	0	1
Cc1ccc(CNS(=O)(=O)c2ccc(C(C)(C)C)cc2)n1C	2	13	-3	7	0.93	-6	3	2	0.98

Single records, from the list above. Screens in order: APOBEC3A inh	NLRP3 yeast inh	MIN6 prolif	hIAP inh	hIAP act	SENP1 inh	A3G deaminase	mIAP block	mIAP act
`Cc1cc(C(=O)NCc2ccco2)cs1` as listed: 0	-8	-2	14	0.86	-1	-6	5	0.95
`CC1=NN(c2cccc(F)c2)C(=O)/C1=C/c1ccc(N(C)C)cc1` as listed: 3	-3	-3	-10	1.1	8	-3	15	0.85

(cont.)
SMILES	APOBEC3A inh	NLRP3 yeast inh	MIN6 prolif	hIAP inh	hIAP act	SENP1 inh	A3G deaminase	mIAP block	mIAP act
CS(=O)(=O)c1ccc(Cl)c(NC(=O)COC(=O)c2ncc(Cl)c(Cl)c2Cl)c1	-1	16	0	4	0.96	1	-5	6	0.94
C=CCn1c(SCc2nc3ccccc3[nH]2)nnc1-c1cccc(OC)c1	2	13	0	16	0.84	-10	-6	2	0.98
CC(C)(C)OC(=O)NNC(=S)NCc1ccc(Cl)cc1	1	2	0	-31	1.3	2	-1	14	0.86
CC(=O)OC(C)(C)C1Cc2cc3ccc(=O)oc3cc2O1 (configuration not stated)	62	11	1	6	0.94	1	50	-8	1.1
Cc1[nH]c(=O)[nH]c(=O)c1S(=O)(=O)N1CCCC(C(=O)NCc2ccc3c(c2)OCO3)C1 (configuration not stated)	2	14	3	3	0.97	0	-5	13	0.87
Cn1c(=O)[nH]c(=O)c2c1nc(Br)n2Cc1ccccc1Cl	-8	11	1	-7	1.1	0	-11	-1	1
CCN(Cc1ccncc1)C(=O)C1CCC(=O)N(Cc2ccc(Cl)cc2)C1 (configuration not stated)	-1	-1	3	-7	1.1	2	-8	2	0.98
Cc1c(O)ccc2c3c(c(=O)oc12)CCC(C)C3 (configuration not stated)	1	21	-1	10	0.9	-35	-7	-3	1
C=CCN(C(=O)CCC(=O)O)C1CC(=O)N(c2ccc(OCCC)cc2)C1=O (configuration not stated)	0	13	-2	14	0.86	0	2	-4	1
CCOc1ccc(C)cc1S(=O)(=O)n1ccnc1	-4	30	0	-23	1.2	1	-7	9	0.91
CCN(CC)CCN1C(=O)C2C(C(=O)Nc3ccc(Br)cc3)C3C=CC2(O3)C1C(=O)NC1CCCCC1 (configuration not stated)	-2	1	4	5	0.95	0	-9	-6	1.1
O=C(Nc1c(Cl)cc(Cl)cc1-c1nc2ccccc2s1)c1ccc(Br)o1	2	15	-5	16	0.84	-70	-5	4	0.95
O=C(NCCSc1c(-c2ccccc2)[nH]c2ccccc12)c1cc2ccccc2oc1=O	1	16	-5	9	0.91	-4	-1	-1	1
Cc1cc(C)c2nc(-c3ccccn3)cc(C(=O)Nc3ccc(S(=O)(=O)Nc4cc(C)on4)cc3)c2c1	11	-16	-6	13	0.87	-2	0	15	0.85
CNC(=O)c1ccc(NC(=O)C2CCN(c3ncnc4sc(C)c(C)c34)CC2)cc1	-3	8	0	-8	1.1	-3	-6	-4	1
COc1ccc(-c2cc(-c3ccc(OC)c(OC)c3)n[nH]2)c(O)c1	2	-5	-4	-63	1.6	2	2	-12	1.1
O=C(NCCC1=CCCCC1)C1CCN(S(=O)(=O)N2CCOCC2)CC1	0	10	-5	-20	1.2	2	0	-14	1.1
CC1CCC(NC(=O)N(CCCl)N=O)CC1 (configuration not stated)	-1	8	0	-11	1.1	-3	-6	-9	1.1
Cc1cn([C@H]2C[C@H](O)[C@@H](CCC(=O)NCCCn3ccnc3)O2)c(=O)[nH]c1=O	0	nt	nt	nt	nt	0	-2	-11	1.1
Cc1ccc(N2CCN(C(=O)c3ccccc3NC(=O)C3CC=CCC3C(=O)O)CC2)cc1 (configuration not stated)	-5	8	0	5	0.95	3	-5	2	0.98
COc1cccc(C2SCC(=O)N2c2ccc(C)cc2)c1OC (configuration not stated)	0	-3	0	7	0.93	-2	-2	-5	1
C/C(CC(=O)Nc1ccc2c(c1)OCO2)=N\NC(=O)OC(C)(C)C	-4	-5	-1	12	0.89	2	-8	7	0.93
CN1C(=O)/C(=C2\SC(=S)N(NC(=O)c3cccnc3)C2=O)c2ccccc21	-6	9	-2	5	0.95	1	7	27	0.73
Cc1cccc2sc(NC(=O)c3cccc(S(=O)(=O)N4CCc5ccccc54)c3)nc12	-2	-11	-6	-21	1.2	2	-4	-10	1.1
Cc1c(C=O)c2ccccc2n1CC(=O)NCc1ccccc1	0	-14	0	-36	1.4	2	-6	-10	1.1
COc1ccc(C(=O)N/N=C/c2ccc(OC(=O)c3ccccc3)cc2)cc1	-1	2	-4	-3	1	5	-7	-3	1
COc1ccc(/C=C2\CCCC3C2=NC(=S)NC3c2ccc(OC)cc2)cc1 (configuration not stated)	-2	4	0	7	0.93	4	-11	8	0.92
CCOC(=O)Cc1csc(NC(=O)c2cc(=O)c3ccccc3o2)n1	-2	4	0	-3	1	2	-10	-10	1.1
Cc1nc(SCC(=O)Nc2cc(C(N)=O)cc(C(N)=O)c2)c2c(C)c(C)sc2n1	4	6	0	-10	1.1	-1	-1	-2	1
CS(=O)(=O)N(CC(=O)Nc1ccc(F)cc1F)C1CCCCC1	-5	7	-2	12	0.88	3	-3	3	0.97
COc1cc(S(=O)(=O)N2CCOCC2)ccc1NC(=O)COC(=O)COc1ccccc1	-2	9	1	-26	1.3	5	-3	6	0.94
COc1cc(-c2nc(CN3CCCN(C(=O)c4ccco4)CC3)c(C)o2)ccc1F	-1	11	-1	-7	1.1	-3	-6	1	0.99
COc1ccc(OC)c(C2/C(=C(\O)c3ccc4c(c3)OCCO4)C(=O)C(=O)N2CC2CCCO2)c1 (configuration not stated)	-1	-4	4	24	0.76	0	0	-6	1.1
C=C1CCN([C@@H](Cc2ccccc2)C(=O)Nc2ccc(OC)cc2)S(=O)(=O)c2ccccc21	-1	21	-7	1	0.99	1	-12	-2	1
CC1=C(C(=O)OCC2CCCO2)C(c2ccc(Cl)cc2)NC(=O)N1 (configuration not stated)	4	7	2	-5	1.1	0	3	-10	1.1
NS(=O)(=O)c1cccc2c1c([N+](=O)[O-])cc1nc(O)c(O)nc12	-2	17	-3	9	0.91	-5	-7	6	0.94
COC(=O)c1c(-c2ccccc2)csc1NC(=O)CSc1ncnc2sc(C)c(C)c12	-1	22	-1	-16	1.2	4	-10	-2	1
CCC(C)OC(=O)C1=C(C)NC2=C(C(=O)C(C(=O)OC)C(C)C2)C1c1ccc(N(C)C)cc1 (configuration not stated)	-4	-3	0	3	0.97	-43	-7	-5	1.1
COc1cccc(-c2cc(C(=O)Nc3c(C)nn(Cc4ccccc4C)c3C)no2)c1	2	17	-4	7	0.93	-2	-8	-2	1
COc1ccc(NC(=O)CSc2ccc3c(c2)OCCO3)cc1OC	-1	19	-3	-19	1.2	0	-1	-17	1.2
Cn1c(=O)n(Cc2ccccc2)c(=O)c2c1nc1n2CCCN1CCc1ccccc1	-1	-4	-2	-10	1.1	1	-1	9	0.91

Assay outcomes (PubChem)
